GLS inh: qHTS for Inhibitors of Glutaminase (GLS); Glutaminase kidney isoform, mitochondrial (Homo sapiens), O94925; GLS enzymatic activity, qHTS titration; Potency, µM (highest dose often 45.5 µM), inactives show top-dose activity change, negative = inhibition, hits mostly inhibitors; 0.21% of 410,000 active; note: potency is the fitted concentration of half-maximal effect; % is set by controls: 0 for no effect and ±100 for the full control effect
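Read-out is an Amplex red fluorescence increase coupled through glutamate oxidase and HRP, measured before and after 30 min room-temperature incubation. hKGA is in 45 mM KH2PO4 (pH 8.2) with 0.02% Tween-20; glutamine added as 1mM solution.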
HP1b binding inh: HTS for Inhibitors of HP1-beta Chromodomain Interactions with Methylated Histone Tails. Chromobox protein homolog 1 (Homo sapiens), P83916. AlphaScreen HP1-beta / biotin-H3K9me3 peptide binding. Potency, µM (top dose mostly 114 µM), inactives show top-dose activity change, negative = inhibition, actives largely listed as inhibitors. 0.56% of 390,000 active. AID 540317, 2011; note: potency is the fitted concentration of half-maximal effect; nearly all actives have a fitted effect of over 70% in size; inactives centre near 23
Target sequence (P83916 whole entry, looked up): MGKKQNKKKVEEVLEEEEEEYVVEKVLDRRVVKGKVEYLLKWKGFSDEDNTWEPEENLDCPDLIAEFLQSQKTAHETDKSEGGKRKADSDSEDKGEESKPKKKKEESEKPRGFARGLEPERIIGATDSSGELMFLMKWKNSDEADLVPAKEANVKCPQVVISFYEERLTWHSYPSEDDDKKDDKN
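Compound inhibition of the preformed complex between 50 nM HP1-beta and 50 nM biotinylated H3K9me3 peptide was read by AlphaScreen. Buffer was PBS pH 7.4 with 0.01% Tween-20. Incubations ran 30 min at room temperature, with 10 ug/mL donor/acceptor beads.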
ALOX12 inh: Primary qHTS assay for inhibitors of human arachidonate 12S-lipoxygenase (ALOX12): Round 2; purified 12hLO, xylenol orange hydroperoxide absorbance; 1.1% of 580,000 active; Potency, µM (top dose mostly 108 µM), for inactives: at the highest dose activity change, negative = inhibition, hits mostly inhibitors; Polyunsaturated fatty acid lipoxygenase ALOX12 (Homo sapiens), P18054; note: potency is the fitted concentration of half-maximal effect; % is set by controls: 0 for no effect and ±100 for the full control effect
Target sequence (P18054 whole entry, looked up): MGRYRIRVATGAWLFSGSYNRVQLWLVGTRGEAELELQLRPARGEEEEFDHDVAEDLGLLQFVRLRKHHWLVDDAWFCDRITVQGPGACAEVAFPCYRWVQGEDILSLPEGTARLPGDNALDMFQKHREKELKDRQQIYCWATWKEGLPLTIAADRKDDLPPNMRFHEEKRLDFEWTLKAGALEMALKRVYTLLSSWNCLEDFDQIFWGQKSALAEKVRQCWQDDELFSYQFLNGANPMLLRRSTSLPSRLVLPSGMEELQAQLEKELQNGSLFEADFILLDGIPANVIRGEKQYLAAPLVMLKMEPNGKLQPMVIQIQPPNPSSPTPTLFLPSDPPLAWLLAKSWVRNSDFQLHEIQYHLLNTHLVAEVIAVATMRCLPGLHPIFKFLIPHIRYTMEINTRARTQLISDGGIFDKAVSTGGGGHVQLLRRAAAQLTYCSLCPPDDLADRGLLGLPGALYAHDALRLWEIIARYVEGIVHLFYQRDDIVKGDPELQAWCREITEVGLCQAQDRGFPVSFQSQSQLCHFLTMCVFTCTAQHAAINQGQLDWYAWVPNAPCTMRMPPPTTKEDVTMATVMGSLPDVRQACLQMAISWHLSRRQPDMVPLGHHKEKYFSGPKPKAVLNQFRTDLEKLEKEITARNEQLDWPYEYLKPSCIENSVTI
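Purified human 12hLO at 150 nM in 25 mM Hepes, 0.01% Triton X-100, pH 7.0, preincubated 15 min at room temperature with compound. Reaction started with 40 uM arachidonic acid, 30 min at room temperature. Hydroperoxide measured by Fe-xylenol orange, 573/405 nm absorbance ratio.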
BAZ2B inh: qHTS Assay for Inhibitors of BAZ2B | AlphaScreen BAZ2B-H3K14Ac peptide displacement | Potency, µM (titrated, usually from 114 µM), inactives show at the highest dose activity change, negative = inhibition, usual class: inhibitors | 4.4% of 360,000 active | AID 504333, 2011; note: potency is the fitted concentration of half-maximal effect; % is set by controls: 0 for no effect and ±100 for the full control effect; nearly all actives have a fitted effect of over 60% in size
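BAZ2B 50 nM plus b-H3(5-23)K14Ac 50 nM, PBS pH 7.4/0.01% Tween-20, 30 min RT; compound added (max 110 uM), 30 min RT; streptavidin donor/Ni-chelate acceptor beads 10 ug/mL final, 20 min dark; AlphaScreen read.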
G9a inh: qHTS Assay for Inhibitors of Histone Lysine Methyltransferase G9a | Histone-lysine N-methyltransferase EHMT2 (Homo sapiens), Q96KQ7 | G9a H3K9 monomethylation, AlphaScreen, 2 h | Potency, µM (doses to about 102 µM), for inactives: at the highest dose activity, negative = inhibition, hits mostly inhibitors | 8.8% of 350,000 active | AID 504332, 2011; note: potency is the fitted concentration of half-maximal effect; % is set by controls: 0 for no effect and ±100 for the full control effect; nearly all actives have a fitted effect of over 75% in size
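AlphaScreen read-out: biotin-H3K9 peptide (500 nM) methylation by 20 nM enzyme with 20 uM SAM, 2 h at room temperature after 15 min compound preincubation; anti-monomethyl H3K9 antibody plus donor/acceptor beads, 10 min dark.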
ERG Ets-DNA blk: qHTS for Small Molecule Inhibitors of the ERG Ets/DNA interaction | Transcriptional regulator ERG (Homo sapiens), P11308 | fluorescence polarization, His-ERG Ets domain / labelled DNA | Potency, µM (highest dose often 76.9 µM), for inactives: top-dose FP activity, negative = inhibition, most hits filed as inhibitors | 0.028% of 370,000 active | AID 624246, 2012; active = well fitted inhibition curve with a large enough effect in the polarisation, with a control signal flat; inconclusive = small, poorly fitted or top-dose-only effect, or effect the other way, or a change in a side signal; inactive = no such curve, though single readings can be large or run the other way; the % refers to the polarisation;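 note: polarization taken with two DNA probes labelled with fluorescein and Texas red; potency is the fitted concentration of half-maximal effect; % of control where 0% means no effect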
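His-tagged ERG Ets domain (1 uM in the protein solution; 300mM KCl, 50mM Tris-HCl, 1mM EDTA, 1mM DTT, pH 7.5) received compound, then a probe mix of 5 nM fluorescein-DNA and 100nM Texas-615-DNA. Fluorescence polarization was read for both dyes.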
JMJD2A Tudor inh: qHTS Assay for Inhibitors of JMJD2A-Tudor Domain; Lysine-specific demethylase 4A (Homo sapiens), O75164; AlphaScreen JMJD2A-Tudor / H3K4me3 peptide binding; Potency, µM (top dose mostly 114 µM), without a hit: top-dose activity change, negative = inhibition, hits mostly inhibitors; 4.4% of 390,000 active; AID 504339, 2011; note: potency is the fitted concentration of half-maximal effect; % is set by controls: 0 for no effect and ±100 for the full control effect; nearly all actives have a fitted effect of over 50% in size
RGS4 inhibitor: Inhibitors of Regulator of G Protein Signaling (RGS) 4: qHTS. Transcreener GDP fluorescence polarization, RGS4-accelerated GTP hydrolysis. Potency, µM (top dose mostly 114 µM), for the others: at the highest dose activity change, negative = inhibition, hits mostly inhibitors. 0.039% of 390,000 active. AID 504845, 2011; note: potency is the fitted concentration of half-maximal effect; % is set by controls: 0 for no effect and ±100 for the full control effect; nearly all actives have a fitted effect of over 75% in size; some results filed as inactive show a strong effect at the top dose
Target sequence (P49798 whole entry, looked up): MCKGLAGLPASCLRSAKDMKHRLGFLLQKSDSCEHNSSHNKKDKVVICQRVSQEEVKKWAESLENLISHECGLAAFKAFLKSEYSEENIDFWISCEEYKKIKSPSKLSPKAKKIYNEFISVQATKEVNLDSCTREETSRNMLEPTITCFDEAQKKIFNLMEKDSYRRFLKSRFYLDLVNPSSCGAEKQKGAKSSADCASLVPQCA
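MLSMR compounds (23 nl, pin-transferred) preincubated 10 min at room temperature with a 500nM (2x) first reagent, then RGS4 at 900nM (2x) plus Transcreener GDP mix added; fluorescence polarization (620/688 nm) read before and after 90 min at 30 °C.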
PI4K2A block: qHTS for small molecular inhibitors of PI4K2A. purified PI4K2A, ADP-Glo luminescence, 1 h; stronger effect = lower value. AID 1346378, 2018. 0.13% of 420,000 active. activity change, negative = inhibition, % at 76.9 µM; in the data active = activity change below about -50%; inconclusive = mostly about -30% to -49%;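 note: -100% = wells without enzyme as full effect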
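ADP-Glo luminescence measured ADP generated by PI4K2A enzyme (4 ug/mL before mixing) with 1.2 mM PI substrate (pre-mix) and 300 microM ATP (pre-mix). Tris pH7.5 buffer with MgCl2, Triton X-100; 1 h reaction at ambient temperature.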
Starred values were filed as active, the others as inactive; ? = inconclusive; . = not tested or not shown; & = joins results of further samples; [ ] = another dose, or the depositor's remark. Unless noted, calls come from the whole dose curve; as a rule, active = well fitted curve in the direction sought with a large enough effect; inconclusive = small, poorly fitted or top-dose-only effect, or another doubt; inactive = no such curve, though single readings can be large; an effect the other way counts as inactive or inconclusive. A portion of the library; the hit share may differ from the screen's.

No.	compound	HP1b binding inh	GLS inh	BAZ2B inh	PI4K2A block	G9a inh	ERG Ets-DNA blk	RGS4 inhibitor	ALOX12 inh	JMJD2A Tudor inh
1	Cc1cc(C)cc(NC(=S)N(Cc2cccc(Br)c2)CC2CCC(C(=O)O)CC2)c1 (stereo not drawn)	42%[activator]	1%	-23%	0	-9%	9%	29%[56.9 µM]	?	-31%
2	COc1ccccc1N(CC(=O)NCCC1=CCCCC1)S(=O)(=O)c1ccccc1	16%	-2%	-10%	3	-1%	-4%	-15%	6%	-12%
3	CCOc1ccccc1NC(=O)COC(=O)CSc1ccc(Cl)cc1	84%[activator]	9%	43%[activator]	-1	50%[59 µM]	-1%	-26%	-5%	51%[activator]
4	CCOCCCn1c(=N)c(C(=O)NCC2CCCO2)cc2c(=O)n3cc(C)ccc3nc21 (stereo not drawn)	52%[activator]	-2%	-3%	3	-2%[59 µM]	4%	-4%	?	-12%
5	N#C/C=C(/c1ccc(F)cc1)N1CCOCC1	44%[activator]	1%	-2%	-5	-15%[12.7 µM]	11%	-9%	-11%	-13%
6	Cc1c(-c2ccccc2)nc2c(Cl)cccc2c1C(=O)OCC(=O)c1ccc(F)cc1	41%	0%	2%	-2	4%[59 µM]	-11%	-9%	-22%	10%
7	COC(=O)c1sccc1NC(=O)Cn1nnc(-c2ccccc2C)n1	49%[activator]	7%	0%	0	7%	-6%	24%	-4%	10%
8	CC(=O)Nc1nn(C)c2nc3cc(C)ccc3cc12	38%	3%	-3%	4	16%	-5%	-19%	?	2%
9	COc1ccccc1/C=C/CN1CCC(n2nccc2NC(=O)C2CC2)CC1	26%	0%	-20%	1	24%	-2%	42%	28µM*	-12%
10	Cc1ccc(NC(=O)C(=O)NCCCN2CCCC2=O)c(C)c1	28%	3%	-1%	-2	-7%	-3%	-7%	-6%	-12%
11	CCOc1ccc(NC(=O)Cc2ccccc2)cc1	9%	7%	-36%	-19	-1%	-1%	-4%	24%	-7%
12	CC(=O)Nc1c(Cl)cc([N+](=O)[O-])c2ccccc12	27%	2%	-19%	1	-3%	3%	11%	-21%	-15%
13	Cc1noc(C)c1COc1cccc(C(=O)Nc2ccc3c(c2)OCO3)c1	33%	1%	-28%	2	?	-1%	3%	-4%	-11%
14	O=C(CC1C(=O)NCCN1Cc1ccccc1C(F)(F)F)NCCN1CCCCC1=O (stereo not drawn)	60%[activator]	0%	-9%	2	40µM*	-1%	2%	5%	18%
15	O=C1c2ccccc2C(=O)C12Cc1ccccc1N1CCN(c3ccccc3)CC12 (stereo not drawn)	-18%	26%	9%	1	?	0%	19%	?	?
16	Cc1ccc(C(=O)N[C@@H](C)CN2C3=NC[C@H](C(C)C)N3C[C@H]2Cc2ccc(O)cc2)cc1Br	-8%	13%	-35%	1	?	4%	-13%	?	79µM*
17	COc1ccc(C)cc1NC(=O)c1nnn(CC(=O)Nc2c(C)cccc2C)c1N	20%	-6%	8%[57.1 µM]	-2	-5%[59 µM]	-3%	-16%	0%	-4%
18	O=C(CCCN1C(=O)c2ccccc2C1=O)Nc1ccccc1C(=O)N1CCOCC1	41%	0%	8%	1	7%[59 µM]	-1%	-4%	25%	1%
19	Oc1[nH]c2ccc(Br)cc2c1N=NC(=S)NCC1CCCO1 (stereo not drawn)	-10%[57 µM]	0%	?	5	26%[12.7 µM]	1%	-23%	-15%	?
20	Cc1ccc2ncccc2c1	55%[activator]	0%	25%	6	1%[0.501 µM]	7%	-2%	-15%	-5%
21	Cc1ccc(CNC(=O)C(=O)c2cn(CC(=O)N3CCCC3)c3ccccc23)cc1	12%	1%	-28%	3	30%	7%	36%	?	-17%
22	Cc1cc2nc3c(=O)[nH]c(=S)[nH]c3nc2cc1NC(=O)C(F)(F)F	11%	0%	-38%	-9	28µM*	?	-51%	?	-10%
23	O=C(CN1CCOCC1)NNC(=O)c1ccc(Cl)cc1	18%	7%	.	-2	.	8%	7%	314%[activator]	-16%
24	CCc1cccc(NC(=O)C2CCCN(S(=O)(=O)c3c(C)[nH]c(=O)[nH]c3=O)C2)c1 (stereo not drawn)	19%	1%	?	1	8%[59 µM]	7%	26%	-24%	-10%
25	CC(=O)Nc1cccc(NC(=O)C2CC(=O)N(c3ccc(C)cc3)C2)c1 (stereo not drawn)	33%	0%	11%	-3	?	.	-5%	12%	-17%
26	CCOc1ccc(NC(=O)CCc2ccc(C)o2)cc1	6%	-9%	-20%	-1	47%	-2%	28%	27%	-11%
27	CNC(=S)N1N=C(c2ccc(OC)cc2)CC1c1ccc(N(C)C)cc1 (stereo not drawn)	-52%	-1%	11µM*	6	.	4%	-12%	-2%	35µM*
28	S=C(Nc1ccc(Cl)c(Cl)c1)NC1CCN(Cc2ccccc2)CC1	11%	7%	-30%	11	-15%[59 µM]	-2%	1%	?	?
29	Cc1cnc(NC(=O)CSCc2c(C)noc2C)s1	37%	-3%	.	-2	.	5%	-3%	-13%	-9%
30	CCN(CC)c1nc(N)n(CCSC(=S)N(C)C)c(=O)n1	47%[activator]	0%	-4%	4	.	-12%	5%	?	-18%
31	COc1ccccc1CNC(=O)CSc1ncc(S(=O)(=O)c2ccc(C)c(Cl)c2)c(=O)[nH]1	27%[57 µM]	3%	2%	-1	-16%[59 µM]	4%	-29%	-24%	-12%
32	O=C(C1=C(O)C(=O)N(CC2CCCO2)C1c1ccc(Cl)cc1)c1ccco1 (stereo not drawn)	10%	7%	-3%	8	1%[59 µM]	7%	13%	?	-29%
33	C=CCc1cccc(C=Nc2ccc(Br)cc2)c1O	27%	13%	-37%	0	16%	14%	2%	4%	-14%
34	O=C(CSC1=NCCS1)Nc1ccccc1F	69%[activator]	11%	5%	-16	6%[59 µM]	1%	-24%	16%	-7%
35	COc1ccc(-n2nc(C)c3c(=O)c4c([nH]c32)CCCC4)cc1	20%	1%	0%	-5	26%	4%	39%	121%[activator]	-10%
36	CCC1CCCCN1CCCNC(=O)CN1C(=O)c2cccnc2Oc2ccc(Cl)cc21 (stereo not drawn)	20%&-16%	-3%&-5%	-27%&1%	-1&-3	6%	7%&0%	-16%[56.9 µM]	-10%&-12%	-10%&-13%
37	CCCc1cc(=O)oc2c(C)c(OCC(=O)NCCCN3CCOCC3)ccc12	64%[activator]	-13%	-14%	1	11%	8%	-6%[56.9 µM]	-8%&11%	-6%
38	Cc1ccc(CONC(=O)c2ccc([N+](=O)[O-])cc2)cc1	22%	8%	-1%	-1	46%[activator][12.7 µM]	25%	12%	-3%	-14%
39	CCC(=O)N1CCc2cc(S(=O)(=O)NC(CC(C)C)C(=O)NCc3ccc(F)cc3)ccc21 (stereo not drawn)	24%	0%	.	-2	4%[59 µM]	4%	1%	7%	-16%
40	CCOc1ccc(NC(=O)CN(C)c2nnnn2-c2ccccc2)cc1OCC	20%	-9%	-2%	2	?	-2%	0%	0%	-11%
41	O=C(NCc1ccccc1C(F)(F)F)C1CCC(=O)N(C2CCCCCC2)C1 (stereo not drawn)	29%	-9%	-24%	-1	-14%[12.7 µM]	-5%	4%	-2%	-7%
42	CCCN1C(=O)C(=O)N(CC(=O)c2cc(C)n(C3CC3)c2C)C1=O	-7%	18%	-38%	1	9%[12.7 µM]	19%	-8%	33%[activator]	-22%
43	Cc1c(Cl)cccc1-n1c(CCC(=O)O)ccc1-c1cccs1	4%	26%	-33%	0	?	-1%	-44%	6%	-34%
44	O=C(NCc1nnc(SCC(=O)N2CCCCC2)o1)c1c(F)cccc1F	32%	1%	-2%	-3	38%[activator]	2%	15%	33%	-8%
45	CC(=O)c1cccc(NC(=O)C(C)OC(=O)c2cccc(-n3cnnn3)c2)c1 (stereo not drawn)	12%	3%	-7%	-4	-10%	-4%	-30%	1%	-16%
46	CSc1nnc2n(-c3ccccc3)c(=O)c3c4c(sc3n12)CCC4	4%	7%	14%	-2	-2%	-9%	-5%	?	-16%
47	CN1CCN(C(=O)CCN2C(=O)/C(=C\c3ccc(F)cc3)SC2=S)CC1	0%	-13%	.	3	.	51%[activator]	-22%	-1%	-25%

Profiles as entered above. Screens in order: HP1b binding inh	GLS inh	BAZ2B inh	PI4K2A block	G9a inh	ERG Ets-DNA blk	RGS4 inhibitor	ALOX12 inh	JMJD2A Tudor inh
O=C(CSC1=NCCS1)Nc1ccccc1F across the screens: 69%[activator]	11%	5%	-16	6%[59 µM]	1%	-24%	16%	-7%
O=C(NCc1nnc(SCC(=O)N2CCCCC2)o1)c1c(F)cccc1F across the screens: 32%	1%	-2%	-3	38%[activator]	2%	15%	33%	-8%
